Assay outcomes (PubChem BioAssay)
All columns: NCI-60 one-dose screen, growth in % after 48 h at 10 µM unless noted; 100 = growth as untreated, 0 = no growth, -100 = all killed.
UACC-62 = UACC-62 melanoma | 81,000 compounds, 5.4% hits
UACC-257 = UACC-257 melanoma | 78,000 compounds, 4.4% hits
A549/ATCC = A549/ATCC NSCLC; AID 1794740; 81,000 compounds, 3.7% hits
MALME-3M = MALME-3M melanoma. 78,000 compounds, 5.8% hits. AID 1794766
M14 = M14 melanoma; 80,000 compounds, 6.2% hits; AID 1794745
SK-MEL-2 = SK-MEL-2 melanoma; 77,000 compounds, 4.7% hits
EKVX = EKVX NSCLC; 71,000 compounds, 3% hits; AID 1794765
SK-MEL-5 = SK-MEL-5 melanoma; 80,000 compounds, 6.4% hits; AID 1794755
* marks the source's active call; other numbers are inactive results; x = no result given; & = joins results of further samples. The calls were made as follows: active = growth percent below 10; inactive = the rest.

1: O=C(CCCCCCCCC(=O)N/N=C\c1cc(Cl)ccc1O)N/N=C\c1cc(Cl)ccc1O
2: CCOC(=O)c1sc(NC(=O)c2ccc(Cl)cc2)nc1C
3: Cc1ccc(NC(=O)NC2CCCCC2)cc1
4: CCOC(=O)c1csc(NC(=S)Nc2ccc(OC)cc2)n1
5: CN1C(=O)C2(Nc3ccccc3-c3ccnn32)c2ccccc21 (stereo unspecified)
6: COc1cc(-c2nc3sc(C4CC4)nn3c2-c2ccc(C(F)(F)F)cc2)cc(OC)c1OC
7: CN1CCCC(n2nc(Cc3ccc(Cl)cc3)c3ccccc3c2=O)CC1 (stereo unspecified)
8: C=C1CCC2C3(C)COC(c4ccco4)OC3CCC2(C)C1CC(Sc1ccccc1)C1=CCOC1=O (stereo unspecified)
Assay by compound	1	2	3	4	5	6	7	8
SK-MEL-2	18.6	107.2	92.0	87.1	101.1	78.2	77.9	80.0
UACC-62	1.0*	x	104.9	95.6	101.9	52.4	88.7	30.2
SK-MEL-5	-37.9*	x	100.0	102.7	98.7	68.7	37.9	63.4
UACC-257	23.6	93.4	80.6	75.0	98.7	70.2	87.3	54.1
EKVX	54.7	97.7	x	86.1	x	x	80.4	105.1
A549/ATCC	38.2	87.4	91.5	95.4	100.4	84.1	88.3	53.7
M14	17.7	94.5	106.8	95.7	95.7	66.6	75.3	61.6
MALME-3M	37.6	91.6	108.0	102.2	107.8	76.6	68.6	94.9

9: O=Cc1ccc[n+](CC(=O)c2ccc(Br)cc2)c1
10: CCCCOc1nc2ccc([N+](=O)[O-])cc2s1
11: CC(=O)NC1CC(=O)N(c2ccccc2)C1=O (stereo unspecified)
12: CCOC(=O)c1ccc2n1CCc1cnc(N)nc1-2
13: CCOC(=O)c1ccnc2ccc(O)cc12
14: CC(=O)Oc1ccc2ccccc2c1CN(Cc1ccccc1)C(C)=O
15: Cc1c(C(=O)Nc2ccc([N+](=O)[O-])cc2)sc(N)c1C#N
16: CCNc1nnnn1CC
Assay by compound	9	10	11	12	13	14	15	16
SK-MEL-2	103.3	109.3	90.9	106.5	112.1	77.6	92.7	122.0
UACC-62	102.3	91.5	102.3	99.6	109.4	71.5	39.5	105.6
SK-MEL-5	99.3	88.3	100.5	102.3	102.5	77.0	90.1	101.0
UACC-257	97.3	x	102.0	124.5	x	83.1	110.9	115.9
EKVX	90.0	77.5	x	89.8	x	86.2	87.8	94.5
A549/ATCC	93.3	x	106.0	108.9	x	80.5	68.0	113.3
M14	97.0	95.1	100.3	114.2	107.2	94.5	102.0	103.9
MALME-3M	103.4	97.8	103.0	109.8	118.7	106.8	109.3	116.4

17: CN1CCN(C(=O)[C@@]2(C)CC[C@]3(C)CC[C@]4(C)C(=CC[C@@H]5[C@@]6(C)CCC(=O)C(C)(C)[C@@H]6CC[C@]54C)[C@@H]3C2)CC1
18: N#Cc1cnn2c1NC1=C(CCc3ccccc31)C2c1ccc(Cl)cc1 (stereo unspecified)
19: CC1=C(C)C(=O)C(N2CCN(c3ccc(C)cc3)CC2)=C(Cl)C1=O
20: Cc1nn(-c2nc3ccccc3[nH]2)c(N)c1-c1ccc(Cl)cc1
21: COc1ccc(NC(=O)c2sc3ncc(Cl)cc3c2N)cc1
22: COc1c(O[C@H]2O[C@@H](CO)[C@@H](O)C(O)C2O)cc2oc3cc(O)c(CC=C(C)C)c(O)c3c(=O)c2c1CC=C(C)C (stereo partly specified)
23: CCc1ccc(NC(=O)N[C@@H](Cc2cccc(F)c2)C(=O)N[C@@H]2C(=O)N3CCC[C@H]3C(=O)N3CCCC[C@H]3C(=O)N[C@@H](CO)C(=O)N3C[C@H](C)C[C@H]3C(=O)O[C@H]2C)c(F)c1
24: COC(=O)O[C@H]1CC[C@@]2(C)C(=CC[C@H]3[C@@H]4CC[C@H]([C@H](C)CCCC(C)C)[C@@]4(C)CC[C@@H]32)C1
Assay by compound	17	18	19	20	21	22	23	24
SK-MEL-2	87.7	99.0	96.6	75.5	116.4	104.3	x	111.3
UACC-62	78.2	90.6	79.6	64.4	103.0	87.9	27.2	104.5
SK-MEL-5	70.6	89.1	78.1	37.4	100.8	96.7	0.5*	105.8
UACC-257	84.3	103.2	95.3	57.2	99.0	94.9	16.0	102.7
EKVX	89.1	84.1	81.0	x	x	106.3	34.0	x
A549/ATCC	76.2	100.2	101.9	31.9	94.4	97.1	36.3	100.9
M14	86.5	104.3	x	40.5	99.2	84.9	21.4	89.8
MALME-3M	83.9	95.9	91.4	52.9	104.1	107.6	41.5	90.9

25: C#CC[N+]1=CN(c2ccc(C)cc2)Cc2cc(C)ccc21
26: Cc1c/c(=N\NC(=O)Nc2ccc(Cl)cc2)oc2cc(O)ccc12
27: CC(C(=O)O)c1ccc(-c2ccccc2)cc1 (stereo unspecified)
28: CCN(CC)S(=O)(=O)c1ccc(-c2nc(C(Cl)Cl)nc3cc(C)nn23)cc1
29: O/N=C1/CCCc2ccccc21
30: COc1cc(CC2=C(N(C)c3ccccc3)COC2=O)cc(OC)c1OC
31: CCN(CC)CC(C)(C)C=O
32: O=[N+]([O-])c1cccc(S(=O)(=O)OCCOc2ccccc2)c1
Assay by compound	25	26	27	28	29	30	31	32
SK-MEL-2	108.5	98.0	96.6	89.4	84.2	105.3	115.5	103.0
UACC-62	91.2	97.5	83.4	49.9	93.5	99.1	111.1	85.8
SK-MEL-5	98.9	93.7	94.6	78.3	98.8	95.6	101.2	101.7
UACC-257	96.2	94.6	87.5	59.3	110.2	95.6	103.1	110.0
EKVX	101.0	102.2	111.9	25.8	100.9	x	x	104.1
A549/ATCC	94.4	95.7	94.7	0.6*	112.5	99.7	104.7	107.5
M14	96.6	100.4	101.9	4.3*	105.3	92.1	113.6	107.2
MALME-3M	118.2	97.0	106.3	-7.1*	116.2	102.8	100.8	108.2

33: Brc1ccc(Nc2csc(-c3ccccn3)n2)cc1
34: COc1cccc(C=C2C(=O)OC(C)(C)OC2=O)c1
35: COc1ccc(C(C)(C)C)cc1C(=O)c1ccccc1
36: CCC(CC)COC(=O)c1ccccc1Cl
37: NNc1ncnc2c1ncn2C1OC(CO)C(O)C1O (stereo unspecified)
38: CC(C)=CCC/C(C)=C/CC/C(C)=C/CC/C=C(\C)CC/C=C(\C)CCC(=O)Nc1ccn(C2OC(CO)C(O)C2(F)F)c(=O)n1 (stereo unspecified)
39: O=C(/C=C(O)/C=C/c1ccc(OC(F)(F)F)cc1)/C=C/c1ccc(OC(F)(F)F)cc1
40: COc1ccc(C(=O)c2cc(C(C)=O)c3cc(N(C)C)ccn23)cc1OC
Assay by compound	33	34	35	36	37	38	39	40
SK-MEL-2	96.4	100.1	112.6	107.9	73.5	-4.3*	98.5	101.2
UACC-62	67.1	97.9	x	101.8	60.5	22.0	89.2	74.6
SK-MEL-5	95.4	97.0	100.6	98.5	88.4	-63.4*	103.5	66.1
UACC-257	111.1	95.6	111.4	102.7	84.9	18.5	99.8	96.9
EKVX	85.4	89.2	92.5	113.2	60.5	34.6	101.3	96.3
A549/ATCC	99.4	84.0	107.3	107.1	18.0	x	89.5	94.1
M14	93.3	93.0	99.1	110.8	31.6	2.4*	95.5	103.7
MALME-3M	99.4	96.4	97.7	98.9	121.7	x	91.9	92.3

41: CCOC(=O)c1csc(-c2ccc(COC(=O)c3ccccc3)o2)n1
42: CCCCC(CC)Cn1c(=O)cc(C)c2ccccc21 (stereo unspecified)
43: COC(=O)C1(O)NC(=C(C#N)C#N)C(C#N)=C1C(=O)/C=C/c1ccccc1 (stereo unspecified)
44: O=C(CCC(=O)c1nc2ncccc2[nH]1)NN1C(=O)CSC1c1cccc([N+](=O)[O-])c1 (stereo unspecified)
45: ClCCOCOc1ccc2ccccc2c1
46: CC(C)C1(c2ccccc2)NC(=O)NC1=O (stereo unspecified)
47: CC(=O)Nc1cccc(OCc2ccc([N+](=O)[O-])cc2)c1
48: O=c1cc(O)n2ncnc2[nH]1
Assay by compound	41	42	43	44	45	46	47	48
SK-MEL-2	107.0	83.7	111.5	104.2	122.2	101.0	103.7	109.2
UACC-62	102.4	68.3	87.2	93.7	101.8	97.2	93.4	96.9
SK-MEL-5	98.2	82.7	104.4	99.8	110.1	98.1	95.3	103.9
UACC-257	x	x	124.3	111.0	124.5	110.0	100.9	102.4
EKVX	x	75.4	95.3	103.8	101.0	106.9	x	111.5
A549/ATCC	99.7	113.2	115.5	103.1	94.3	103.3	105.8	105.1
M14	106.5	92.1	88.0	101.8	104.3	104.3	119.3	99.6
MALME-3M	95.8	98.0	86.7	103.4	120.8	112.1	120.8	102.2

49: COc1ccc2c(c1)Cc1c-2cc(Br)c(N)c1Br
50: Cn1c(=O)c2c(nc(CCCc3nc4c(c(=O)n(C)c(=O)n4C)n3C)n2C)n(C)c1=O
51: COc1cnc2c(c1)C(=O)c1c-2n(CCCN2CCN(CCO)CC2)c(=O)c2cc([N+](=O)[O-])ccc12
52: CCOC(=O)/C(C#N)=C\N1CCNc2ccccc21
53: CCOC(=O)C1O[N+]([O-])=C(c2ccc(OC)cc2)C1c1cccc(OC)c1 (stereo unspecified)
54: Cc1cc(-c2cn(Cc3ccc4c(Cl)cc(Cl)c(O)c4n3)nn2)ccc1F
55: Cc1nc2cc[nH]n2c(=O)c1CCc1ccccc1
56: CCCCCCCCCCCC(c1ccccc1)N(C)C (stereo unspecified)
Assay by compound	49	50	51	52	53	54	55	56
SK-MEL-2	116.8	99.2	107.5	118.1	104.6	97.3	104.0	115.5
UACC-62	87.9	94.6	37.8	85.7	101.8	95.5	92.9	94.9
SK-MEL-5	77.4	94.8	53.9	94.1	x	99.8	100.4	97.0
UACC-257	100.3	95.3	x	103.7	111.5	92.6	104.0	102.9
EKVX	56.2	93.5	66.0	90.2	103.0	89.0	90.4	x
A549/ATCC	85.4	102.5	-88.9*	x	94.3	90.5	94.8	97.5
M14	99.5	95.8	18.2	102.4	103.5	89.7	116.9	103.6
MALME-3M	122.9	91.2	x	103.6	100.1	92.1	102.9	106.7

57: O=Cc1c(-c2ccc(F)cc2)nc2sc(-c3c[nH]c4ccccc34)nn12
58: Oc1[nH]c(=S)sc1/C=C1\C=Nc2ccccc21
59: O=C(Cc1ccc2c(c1)CN(C1CCC(=O)NC1=O)C2=O)NCc1cccc2ccccc12 (stereo unspecified)
60: O=C1Nc2ccccc2C1=NCCN1CCOCC1
61: O=C(NCCNc1cc(-c2cn(-c3ccccc3)nc2-c2cccc(O)c2)ccn1)c1ccccc1
62: OCN(CO)c1nc(N(CO)CO)nc(N(CO)CO)n1
63: O=C1N=c2ccccc2=C/C1=C\c1sc(=O)[nH]c1O
64: CCN1CCN(c2nc(-c3ccccc3)c(C)c(C#N)c2C#N)CC1
Assay by compound	57	58	59	60	61	62	63	64
SK-MEL-2	102.5	99.4	-45.7*	122.4	89.5	112.5	104.9&105.8	99.0
UACC-62	92.1	98.7	4.1*	93.8	89.0	111.5	92.4&101.8	89.7
SK-MEL-5	96.3	104.8	-93.8*	102.9	95.9	99.4	106.7&104.6	92.7
UACC-257	106.4	104.1	32.5	104.3	75.1	108.4	102.8&107.6	109.7
EKVX	81.9	80.1	1.9*	101.8	94.6	x	108.6&100.4	95.6
A549/ATCC	92.0	80.9	7.7*	102.6	72.9	103.3	102.5&106.8	105.6
M14	92.9	102.4	-70.8*	97.2	91.2	108.6	98.1&103.5	98.5
MALME-3M	106.8	x	-72.2*	104.8	94.8	100.8	103.1&106.9	109.8

65: O=C(O)c1cn(C2CC2)c2cc(N3CCN(C(=O)CN4C(=O)S/C(=C\c5ccco5)C4=O)CC3)c(F)cc2c1=O
66: O=C(CSc1cc[n+](CCCCO)c2ccccc12)n1ccc2ccccc21
67: Cc1cccc(C(=O)C=C(C(F)(F)F)C(F)(F)F)c1
68: CC(C)(C)n1cc(-c2ccnc(NCCCNS(=O)(=O)c3ccc(Cl)cc3)c2)c(-c2cccc(O)c2)n1
69: Cc1cc(Cl)cc2c1OCN(c1ccccc1)C2
70: COc1ccc(S(=O)(=O)N2CCN(c3oc(-c4ccccc4)nc3C#N)CC2)cc1
71: CC(=O)c1nn(-c2ccccc2)c(=Nc2ccccc2)cc1C
72: N#Cc1c(-c2ccc(C(F)(F)F)cc2)cc(NCCn2ccnc2)n2c1nc1ccccc12
73: Cc1ncc(C(=O)O)c2c1OC(C)(C)OC2
Assay by compound	65	66	67	68	69	70	71	72	73
SK-MEL-2	111.3	111.1	104.0	-64.0*	102.2	85.0	114.2	95.8	114.0
UACC-62	99.8	93.5	99.0	-2.5*	94.7	56.8	94.8	82.8	102.3
SK-MEL-5	99.3	98.7	104.6	-87.8*	96.5	73.4	98.9	70.3	99.6
UACC-257	105.0	95.2	x	-39.3*	104.3	82.4	x	94.3	104.9
EKVX	70.7	89.3	x	20.5	101.7	81.9	x	100.2	x
A549/ATCC	91.9	103.4	x	9.3*	100.5	74.0	99.7	90.0	101.6
M14	113.3	96.6	100.8	-23.2*	103.2	95.8	120.2	98.2	102.6
MALME-3M	103.3	99.7	98.1	-44.5*	113.5	110.8	120.2	100.2	99.6

At a glance, part of the list above:
19: CC1=C(C)C(=O)C(N2CCN(c3ccc(C)cc3)CC2)=C(Cl)C1=O
20: Cc1nn(-c2nc3ccccc3[nH]2)c(N)c1-c1ccc(Cl)cc1
21: COc1ccc(NC(=O)c2sc3ncc(Cl)cc3c2N)cc1
22: COc1c(O[C@H]2O[C@@H](CO)[C@@H](O)C(O)C2O)cc2oc3cc(O)c(CC=C(C)C)c(O)c3c(=O)c2c1CC=C(C)C (stereo partly specified)
Assay by compound	19	20	21	22
SK-MEL-2	96.6	75.5	116.4	104.3
UACC-62	79.6	64.4	103.0	87.9
SK-MEL-5	78.1	37.4	100.8	96.7
UACC-257	95.3	57.2	99.0	94.9
EKVX	81.0	x	x	106.3
A549/ATCC	101.9	31.9	94.4	97.1
M14	x	40.5	99.2	84.9
MALME-3M	91.4	52.9	104.1	107.6
